TbPYK inhibitor = qHTS of Trypanosoma Brucei Inhibitors | TbPYK enzyme, Kinase-Glo Plus ATP luminescence, 45 min | Potency, µM (titrated, usually from 76.8 µM), without a hit: at the top dose activity, negative = inhibition, usual class: inhibitors | pyruvate kinase (Trypanosoma brucei), Q57TT1 | 410,000 compounds, 0.12% hits; note: nearly all actives have a fitted effect of over 50% in size
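Readout: single end-point luminescence (Kinase-Glo Plus, 10 min). Reaction conditions were TbPYK/substrate plus 130 uM ADP, 45 min at RT, pH 7.2 TEA buffer. No-enzyme wells served as controls, and data were normalized before concentration-response fitting.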
HCV inh = qHTS Assay for Inhibitors of Hepatitis C Virus (HCV) | Huh7.5.1 HCVcc-Cre infection, luciferase reporter, 44 h | Potency, µM (top dose mostly 41.8 µM), inactives show at the top dose activity change, negative = inhibition, usual class: inhibitors | 340,000 compounds, 3.4% hits
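HCVcc-Cre virus at an moi near 0.5 was added right after compound to cells cultured 4 h from seeding (1,000 cells/well). Luciferase activity was determined 44 h later, 15 min after substrate addition at RT.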
* marks the source's active call; other numbers are inactive results; [ ] = remark or other dose. Calls come from the whole dose curve; as a rule, active = well fitted curve in the direction sought with a large enough effect; inconclusive = small, poorly fitted or top-dose-only effect, or another doubt; inactive = no such curve, though single readings can be large; an effect the other way counts as inactive or inconclusive. % is set by controls: 0 for no effect and ±100 for the full control effect; potency is the fitted concentration of half-maximal effect. A portion of the library. The share of hits here may be higher or lower than overall.

A first look, 2 compounds:
Results for CN(CCc1ccccc1)C(=O)c1ccc(NC(=O)Cc2cccc(NC(=O)C3CCN(C(=O)C4CCCCC4)CC3)c2)cc1 ?
TbPYK inhibitor: 0.3%; HCV inh: -13.7%[8.37 µM]

Results for COc1cc2c(c(OC)c1OC)-c1ccc(SC)c(=O)cc1C(NC=O)CC2 (stereo unspecified) ?
TbPYK inhibitor: 0.1%; HCV inh: -40.2%

The listing, from the start:
Results for CN(CCc1ccccc1)C(=O)c1ccc(NC(=O)Cc2cccc(NC(=O)C3CCN(C(=O)C4CCCCC4)CC3)c2)cc1 ?
TbPYK inhibitor: 0.3%; HCV inh: -13.7%[8.37 µM]

Results for COc1cc2c(c(OC)c1OC)-c1ccc(SC)c(=O)cc1C(NC=O)CC2 (stereo unspecified) ?
TbPYK inhibitor: 0.1%; HCV inh: -40.2%

Results for CCN(C[C@H]1N[C@@](C)(C(=O)OC)[C@H]2C(=O)N(Cc3ccccc3)C(=O)[C@@H]12)C(=O)Nc1ccc(Cl)cc1 ?
TbPYK inhibitor: -13.8%; HCV inh: -55.8%

Results for CON(C)C(=O)CC(CNC(=O)OC(C)(C)C)c1ccc(Cl)cc1 (stereo unspecified) ?
TbPYK inhibitor: 0.2%; HCV inh: 8.1%

How did Cc1cc(C(=O)NN=C2CC(=O)CC(C)(C)C2)c(C)o1 do in these assays?
TbPYK inhibitor: 2.3%; HCV inh: -26.9%

What do the screens show for `CC(C)C1(C2CCCC2)NC(=O)NC1=O` (stereo unspecified)?
TbPYK inhibitor: -3.6%; HCV inh: 11.8%

How did CC[C@]12c3[nH]c4ccccc4c3CCN1C(=O)C(CC(=O)NCCN1CCOCC1)C[C@@H]2C(=O)N1CCN(C(=O)C2CC2)CC1 (stereo partly specified) do in these assays?
TbPYK inhibitor: -6.1%; HCV inh: 12.5%

What do the screens show for `O=C(OCc1ccccc1Cl)c1cc([N+](=O)[O-])ccc1N1CCOCC1`?
TbPYK inhibitor: -10.2%; HCV inh: inconclusive

How did O=C(/C=C/c1ccc(S(=O)(=O)N2CCOCC2)cc1)Nc1cc(F)ccc1F do in these assays?
TbPYK inhibitor: -3.0%; HCV inh: inconclusive

Results for CC(=O)Oc1ccc(C23c4ccccc4C2(OC(C)=O)c2cc(OC(C)=O)ccc23)cc1 (stereo unspecified) ?
TbPYK inhibitor: 4.2%; HCV inh: 11.2µM*

What do the screens show for `O=C(NCCN1CCOCC1)c1cccc(Br)c1`?
TbPYK inhibitor: 4.1%; HCV inh: 9.5%

How did Cc1ccc(S(=O)(=O)N2CCOCC2)cc1NC(=O)COC(=O)c1cccc(Cl)c1Cl do in these assays?
TbPYK inhibitor: 2.9%; HCV inh: -17.3%

What do the screens show for `O=C(CC1Sc2ccccc2NC1=O)NNc1ccc(F)cc1` (stereo unspecified)?
TbPYK inhibitor: -14.0%; HCV inh: -11.6%

How did COc1cc(C2c3cc4c(cc3OC(N3CCOCC3)C2C)OCO4)cc(OC)c1OC(C)=O (stereo unspecified) do in these assays?
TbPYK inhibitor: -14.2%; HCV inh: -11.5%

How did CCC1(CC)C(=O)NC(=O)NC1=S do in these assays?
TbPYK inhibitor: -3.1%; HCV inh: 16.3%

Results for CCn1cnnc1SCC(=O)Nc1ccccc1C(=O)NC1CC1 ?
TbPYK inhibitor: 3.8%; HCV inh: 8.0%

How did CCN(CC(=O)Nc1ccc2c(c1)OCCO2)C(=O)C(C)Oc1ccc(F)cc1 (stereo unspecified) do in these assays?
TbPYK inhibitor: 0.1%; HCV inh: -15.1%

What do the screens show for `O=C1NC(=O)C(Cc2ccc(O)cc2)N1` (stereo unspecified)?
TbPYK inhibitor: 0.9%; HCV inh: 8.8%

Results for COc1ccccc1CNC(=O)COC(=O)C1CCN(S(=O)(=O)c2c(Cl)cccc2Cl)CC1 ?
TbPYK inhibitor: -8.0%; HCV inh: 11.7%

Results for COc1cccc(C(=O)OCC(=O)NCC2CCCO2)c1 (stereo unspecified) ?
TbPYK inhibitor: 0.2%; HCV inh: -2.2%

Results for Cc1ccc(NS(=O)(=O)c2ccc(NC(=O)c3ccccc3C(=O)O)cc2)c(C)c1 ?
TbPYK inhibitor: -2.0%; HCV inh: 0.7%

Results for COc1ccc(NC(=O)N(C)C[C@H]2Oc3c(NC(=O)c4nc5ccccc5s4)cccc3C(=O)N([C@@H](C)CO)C[C@H]2C)cc1 ?
TbPYK inhibitor: -0.3%; HCV inh: inconclusive

Results for CCN(C[C@H]1N[C@@](C)(C(=O)OC)[C@H]2C(=O)N(C)C(=O)[C@@H]12)C(=O)Nc1ccc(C)cc1 ?
TbPYK inhibitor: -3.1%; HCV inh: 6.3%

How did O=C(N=Nc1c(O)[nH]c2ccccc12)Nc1ccccc1 do in these assays?
TbPYK inhibitor: 30.2%[activator]; HCV inh: 13.0%

How did Nc1cc(=O)[nH]c(SCC(=O)Nc2cc(S(=O)(=O)N3CCCCCC3)ccc2Cl)n1 do in these assays?
TbPYK inhibitor: 0.2%; HCV inh: 0.7%

Results for O=C(C[C@H]1C/C=C\CC[C@@H](Cc2ccc(F)cc2)C(=O)OC[C@H]2CCCN2C1=O)NCCO ?
TbPYK inhibitor: -8.0%; HCV inh: 9.2%

Results for CN(c1ccccc1)S(=O)(=O)c1ccc(NC(=O)c2ccccc2C(=O)O)cc1 ?
TbPYK inhibitor: 1.7%; HCV inh: 2.3%

What do the screens show for `O=C(NCCc1nc(-c2ccccc2Cl)no1)C1CCCCC1`?
TbPYK inhibitor: 2.9%; HCV inh: inconclusive

Results for O=C(COC(=O)c1cccc(Cl)c1)Nc1cccc(S(=O)(=O)NC2=NCCC2)c1 ?
TbPYK inhibitor: -1.1%; HCV inh: 9.4%

What do the screens show for `CC(=O)Nc1cc(F)c2c(c1F)Cc1cc(F)ccc1-2`?
TbPYK inhibitor: 6.6%; HCV inh: inconclusive

Brought forward from above: four entries, then new ones.
Results for CN(c1ccccc1)S(=O)(=O)c1ccc(NC(=O)c2ccccc2C(=O)O)cc1 ?
TbPYK inhibitor: 1.7%; HCV inh: 2.3%

What do the screens show for `O=C(NCCc1nc(-c2ccccc2Cl)no1)C1CCCCC1`?
TbPYK inhibitor: 2.9%; HCV inh: inconclusive

Results for O=C(COC(=O)c1cccc(Cl)c1)Nc1cccc(S(=O)(=O)NC2=NCCC2)c1 ?
TbPYK inhibitor: -1.1%; HCV inh: 9.4%

What do the screens show for `CC(=O)Nc1cc(F)c2c(c1F)Cc1cc(F)ccc1-2`?
TbPYK inhibitor: 6.6%; HCV inh: inconclusive

What do the screens show for `CC1(C)CCC[C@]2(C)C(CS(=O)c3ccccc3)=C(C=O)CC[C@@H]12` (stereo partly specified)?
TbPYK inhibitor: -2.3%; HCV inh: -5.7%

What do the screens show for `CCOC(=O)Cc1csc(NC(=O)c2c(C)noc2C)n1`?
TbPYK inhibitor: -1.1%; HCV inh: -7.7%

Results for COc1ccccc1NS(=O)(=O)c1ccc2[nH]c(=S)oc2c1 ?
TbPYK inhibitor: inconclusive; HCV inh: 13.6%

What do the screens show for `CCN(CC)c1ccc(NC(=O)CSC(=O)c2ccccc2)cc1`?
TbPYK inhibitor: -5.1%; HCV inh: 2.1%

Results for COC(=O)[C@H](CC(C)C)NC(=O)Cn1cnc(C(=O)Nc2ccc(C)c(C)c2)n1 ?
TbPYK inhibitor: 0.9%; HCV inh: -6.6%

How did Cc1ccc(NCc2nnc(SCC(=O)N3CCCCC3)n2CC2CCCO2)c(C)c1 (stereo unspecified) do in these assays?
TbPYK inhibitor: -1.2%; HCV inh: 7.8%

How did CC1CCCN(S(=O)(=O)c2cc(C(=O)NCc3ccco3)ccc2Cl)C1 (stereo unspecified) do in these assays?
TbPYK inhibitor: 0.0%; HCV inh: inconclusive

Results for Cc1ccc(S(=O)(=O)N2CCCCC2)cc1NC(=O)c1ccccc1Cl ?
TbPYK inhibitor: 3.3%; HCV inh: inconclusive

What do the screens show for `Cc1ccc(NC(=O)c2n[nH]c(=O)c3ccccc23)cc1S(=O)(=O)N1CCOCC1`?
TbPYK inhibitor: 5.3%; HCV inh: inconclusive

Results for O=C1C(O)CCN1C1CCCCC1 (stereo unspecified) ?
TbPYK inhibitor: 1.9%; HCV inh: 19.8%

How did CC(=O)Nc1n[nH]c(=S)s1 do in these assays?
TbPYK inhibitor: inconclusive; HCV inh: 9.5%

What do the screens show for `Cc1ccccc1O`?
TbPYK inhibitor: 7.1%; HCV inh: 6.0%

Results for Cc1c(NC(=O)C(C)OC(=O)c2ccccc2O)c(=O)n(-c2ccccc2)n1C (stereo unspecified) ?
TbPYK inhibitor: 10.4%; HCV inh: inconclusive

Results for O=C(NN=Cc1ccc2c(c1)OCO2)NN=Cc1ccc2c(c1)OCO2 ?
TbPYK inhibitor: -8.1%; HCV inh: 14.5%

Results for C=CC(=O)Nc1cccc(Oc2cc(Cl)nc3[nH]ccc23)c1 ?
TbPYK inhibitor: -2.8%; HCV inh: inconclusive

Results for Cc1cccc(NC(=O)CSc2cccc[n+]2[O-])c1C ?
TbPYK inhibitor: 3.4%; HCV inh: -1.5%

What do the screens show for `CCC(C)Sc1nnc(NC(=O)c2ccco2)s1` (stereo unspecified)?
TbPYK inhibitor: -2.0%; HCV inh: 6.1%

Results for CCCCN1C(N)=NC[C@@H]1CC1CCCCC1 ?
TbPYK inhibitor: -1.0%; HCV inh: 17.0%

What do the screens show for `COC(=O)c1ccc(CNC(=O)COC(=O)/C=C/c2ccc(OC)c(OC)c2)cc1`?
TbPYK inhibitor: 0.0%; HCV inh: -14.5%

Results for C#CCSc1nnc(-c2cccc3ccccc23)o1 ?
TbPYK inhibitor: -1.1%; HCV inh: -16.0%

How did COc1ccc(Br)cc1C(=O)Nc1cccc(-c2nnc(-c3ccco3)o2)c1 do in these assays?
TbPYK inhibitor: 2.8%; HCV inh: inconclusive

Results for CCCC[n+]1cc(=N)o[n-]1 ?
TbPYK inhibitor: 27.6%; HCV inh: 19.5%

How did COc1ccc(CCN2CC(C(=O)NCC(c3ccccc3)N(C)C)CC2=O)cc1OC (stereo unspecified) do in these assays?
TbPYK inhibitor: 0.5%; HCV inh: -6.0%

How did COc1ccc(CNC(=O)COC(=O)c2cc3ccccc3cc2O)cc1OC do in these assays?
TbPYK inhibitor: 1.5%; HCV inh: 4.5%

What do the screens show for `COc1ccc(-c2csc(NC(C)c3nc4cc(Cl)c(N5CCCCC5)cc4n3CCOCCO)n2)cc1` (stereo unspecified)?
TbPYK inhibitor: -5.0%; HCV inh: inconclusive

How did O=C1OC(Oc2ccc(Br)cc2)(c2ccccc2)c2ccccc21 (stereo unspecified) do in these assays?
TbPYK inhibitor: 1.3%; HCV inh: inconclusive

What do the screens show for `O=C(COC(=O)CNC(=O)c1ccc(Cl)cc1Cl)NC1CC1`?
TbPYK inhibitor: 4.4%; HCV inh: 23.2%

Results for N#Cc1ccc(S(=O)(=O)NC[C@H]2O[C@@H](n3cnc4c(N)ncnc43)[C@H](O)[C@@H]2O)cc1 ?
TbPYK inhibitor: 0.9%; HCV inh: 5.0%

How did CC1CCCN(C(=O)COC(=O)COc2ccc(Cl)cc2)C1 (stereo unspecified) do in these assays?
TbPYK inhibitor: 5.0%; HCV inh: -5.8%

How did O=C(OCC(=O)N1CCCCCC1)c1ccc[nH]c1=O do in these assays?
TbPYK inhibitor: -0.7%; HCV inh: 19.5%

Results for O=C(CSc1ncnc2c1oc1ccccc12)NCC1CCCO1 (stereo unspecified) ?
TbPYK inhibitor: -5.1%; HCV inh: 2.5%

How did O=C(Nc1ccon1)c1nc[nH]c1C(=O)N1CCN(c2ccccc2)CC1 do in these assays?
TbPYK inhibitor: 0.1%; HCV inh: 19.3%

Results for CC(=O)Nc1ccc2c(c1)C(N1CC3CCC(CC3)C1)c1ccccc1-2 (stereo unspecified) ?
TbPYK inhibitor: -11.1%; HCV inh: inconclusive

How did COc1ccc(CCC(=O)OCC(=O)NCc2ccc(OC)c(OC)c2)cc1OC do in these assays?
TbPYK inhibitor: 1.2%; HCV inh: 16.5%

What do the screens show for `CCOC(=O)[C@@H]1CSCCS(=O)(=O)N1`?
TbPYK inhibitor: 3.7%; HCV inh: 11.7%

What do the screens show for `CC(C)c1ccc(NC(=O)C(c2ccccc2)N(C)C(=O)CCc2c[nH]c3ccccc23)cc1` (stereo unspecified)?
TbPYK inhibitor: -7.4%; HCV inh: inconclusive

Results for CC[C@H]1CN2CC[C@@]3(C(=O)Nc4ccccc43)[C@@H]2C[C@@H]1/C(=C\OC)C(=O)OC ?
TbPYK inhibitor: 2.2%; HCV inh: -0.2%

How did Cc1ccccc1-c1nc(S(=O)(=O)c2ccccc2)c(N2CCCC2)o1 do in these assays?
TbPYK inhibitor: -6.0%; HCV inh: inconclusive

How did CN(c1ccccc1)S(=O)(=O)c1ccc(NC(=O)c2ccc(F)cc2)cc1 do in these assays?
TbPYK inhibitor: 4.6%; HCV inh: inconclusive

What do the screens show for `O=c1[nH]c(=O)n(C2OC(CO)C(O)C2O)cc1F` (stereo unspecified)?
TbPYK inhibitor: 1.9%; HCV inh: inconclusive

How did COc1cc(C=NNC(=O)c2ccccc2-n2cccc2)ccc1O do in these assays?
TbPYK inhibitor: 3.9%; HCV inh: inconclusive
